From PubChem
miR-122 sensor: miR-122 Renilla sensor signal increase in Huh7, primary screen, miR-122 inhibitor project, cell-based, single point, plate reader; Huh7 miR-122 Renilla luciferase sensor, 48 h; neutral wells = 0, positive control = 100; activation (reporter increase), % at 12.5 µM; actives 0.3% (n = 340,000);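 active = mean replicate activation score at least 90 and every replicate individually at or above 90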;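 also: higher luciferase means less miR-122 activity so hits act as miR-122 inhibitors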
PGC1a acetyl inh: inhibitors of PGC1a acetylation signal, primary screen, cell-based, U2OS, AlphaScreen, inhibitor mode; inhibition, % at 15.6 µM; actives 0.17% (n = 350,000); AID 651687, 2012; AlphaScreen anti-acetyl-lysine; with virally co-expressed GCN5 acetyltransferase;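 active = every replicate shows inhibition of at least 40%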;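 also: 0% = neutral control wells and 100% = positive control wells; some results beyond the cut were filed as inactive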
E-selectin induc: E-selectin induction in HUVECs, primary screen, imaging, HUVEC, immunofluorescence imaging, single point. actives 0.37% (n = 260,000). P16581. activation, % at 7.58 µM. normalized: neutral wells 0, TNF-alpha wells 100;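 active = mean E-selectin-positive cell signal at least 10% of the positive control, reached in at least 60% of replicates, without over 20% cell loss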;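 also: in these data hits start at about 27%; measured in HUVEC primary endothelial cells; signal is the percent of cells scored E-selectin positive by PE staining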
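Test system: HUVEC; input: 3,000 HUVEC/well; measured by: immunofluorescence imaging; read-out: % PE-positive cells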
ERAP1 HTS inh: human ERAP1 aminopeptidase inhibitors, primary screen, biochemical, single point, plate reader | Endoplasmic reticulum aminopeptidase 1 (Homo sapiens), Q9NZ08 | recombinant ERAP1, Leu-AMC fluorescence, 60 min | inhibition, % at 10.7 µM | actives 0.15% (n = 340,000) | AID 652197, 2013;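 active = mean replicate inhibition of at least 30%, or all replicates individually reaching that 30% level; inactive = mean below 30% and not every replicate reaching it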;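 also: 0% = neutral control wells and 100% = L-leucinethiol positive control wells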
Cneo AK release: Cryptococcus neoformans cell lysis inducers, primary screen, AK release luminescence, single concentration; actives 0.2% (n = 360,000); C. neoformans lysis, adenylate kinase release luminescence, 4 h; normalised: neutral wells 0, clomiphene wells 100; lysis activity, % at 15 µM; AID 651654, 2012;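 active = mean lysis activity across replicates of at least 80%, whatever share of replicates individually reach that level; inactive = mean lysis activity below 80%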
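Test system: log-phase Cryptococcus neoformans yeast cells; Quantity: yeast cell density of 5 × 10^6 cells/mL; Buffer or medium: YPD; Doses: single compound concentration per well; Timing: 4 h at 37 °C static, read 1 h later; Measured by: AK luminescence; Read-out basis: lysis from increased AK signal; Control set: Clomiphene as positive control.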
RAD54 inh: inhibitors of human RAD54 branch migration, primary screen, biochemical, fluorescence, single point; DNA repair and recombination protein RAD54-like (Homo sapiens), Q92698; RAD54 Holliday junction branch migration, FAM/BHQ fluorescence; inhibition, % at 10.4 µM; actives 0.14% (n = 360,000); AID 602329, 2012;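 active = mean normalized replicate activity at least 40 and at least half of replicates scoring 40 or more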;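 also: 0% = median of neutral control wells and 100% = median of positive control wells; inhibitors cause a drop in the FAM fluorescence signal; in these data hits start at about 50%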
Target sequence (Q92698 whole entry, looked up): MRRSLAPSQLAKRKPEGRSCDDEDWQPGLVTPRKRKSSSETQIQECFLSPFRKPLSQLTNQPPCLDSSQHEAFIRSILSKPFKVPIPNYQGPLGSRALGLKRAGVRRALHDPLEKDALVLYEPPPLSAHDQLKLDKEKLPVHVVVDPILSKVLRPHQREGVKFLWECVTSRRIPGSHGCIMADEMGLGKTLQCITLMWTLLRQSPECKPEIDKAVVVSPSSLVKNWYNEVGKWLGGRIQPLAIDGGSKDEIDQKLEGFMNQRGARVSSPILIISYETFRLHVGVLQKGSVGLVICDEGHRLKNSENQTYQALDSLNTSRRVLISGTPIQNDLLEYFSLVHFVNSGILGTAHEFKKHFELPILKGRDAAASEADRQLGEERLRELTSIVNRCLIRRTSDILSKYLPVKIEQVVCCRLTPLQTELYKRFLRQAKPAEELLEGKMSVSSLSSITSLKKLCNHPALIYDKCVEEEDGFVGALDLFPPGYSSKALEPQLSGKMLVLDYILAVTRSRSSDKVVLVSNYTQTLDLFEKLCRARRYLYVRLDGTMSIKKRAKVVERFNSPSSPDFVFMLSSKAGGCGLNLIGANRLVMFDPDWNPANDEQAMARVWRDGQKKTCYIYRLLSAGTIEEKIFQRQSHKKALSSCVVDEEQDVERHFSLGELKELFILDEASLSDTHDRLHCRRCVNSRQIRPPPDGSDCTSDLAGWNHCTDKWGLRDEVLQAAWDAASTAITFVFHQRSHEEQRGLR
PglD DTNB: C. jejuni PglD acetyltransferase inhibitors, primary screen, biochemical, DTNB colorimetric, single point | AID 602405, 2012 | actives 0.098% (n = 360,000) | inhibition, % at 12.5 µM | purified PglD enzyme, DTNB colorimetric CoA detection | UDP-N-acetylbacillosamine N-acetyltransferase PglD (Campylobacter jejuni); in the data active = inhibition above about 16%, passing the limit was not always enough; also: strong numbers were not always called active
RAD52 anneal inh: RAD52 DNA annealing inhibitors, primary screen, biochemical, FRET, single point, set 2. DNA repair protein RAD52 homolog (Homo sapiens), P43351. inhibition, % at 18.7 µM. AID 651710, 2012. recombinant RAD52 DNA annealing, FRET fluorescence. actives 0.46% (n = 360,000);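 active = every replicate showing at least 50% inhibition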
* = called active by the depositor; / = no result given; [ ] = remark or other dose.

nr	Compound	miR-122 sensor	PglD DTNB	PGC1a acetyl inh	Cneo AK release
1	CCC1Oc2ccc(C)cc2N(CC(=O)N2CCN(c3ccc(F)cc3)CC2)C1=O (stereo not given)	-2	-4	-15	6
2	CN(C)c1nc(Nc2ccc(F)cc2)nc(Oc2ccc(F)cc2)n1	/	-3	/	0
3	CC(Sc1nnc(CN2CCCC2)n1Cc1ccccc1)C(=O)Nc1ccc(F)cc1 (stereo not given)	26	3	-10	5
4	CCCCn1c(N)c(N(CC(C)C)C(=O)CCCc2nc3ccccc3c(=O)[nH]2)c(=O)[nH]c1=O	3	4	/	-1
5	COc1ccc(C(CNC(=O)c2cccc(Br)c2)N2CCCC2)cc1 (stereo not given)	-5	-3	-2	14
6	Cc1cc(C(=O)CSc2nnc(-c3ccc(Cl)cc3)n2CC2CCCO2)c(C)n1C (stereo not given)	-8	-1	-11	1
7	COc1cccc(C(C)(O)c2nc(-c3ccc4ccccc4c3)cs2)c1 (stereo not given)	/	4	/	-19
8	Cc1ccc(C(C)C)c(OCC(=O)NN=C2CCCCCCC2)c1	-1	-1	-3	-3
9	CC(=O)N/C(=C/c1ccc2c(c1)OCO2)C(=O)NCCCO	-3	2	9	0
10	COc1ccc(NC(=O)[C@@H]2CC=C[C@@H]3CCN(Cc4ccc(Cl)c(Cl)c4)C(=O)[C@@H]32)cc1	-11	9	/	0
11	Cc1ccc(NC(=O)[C@H](C)NC(=O)C2CCN(C(=O)[C@@H](NC(=O)OC(C)(C)C)C(C)C)CC2)cc1	-4	0	0	1
12	COC(=O)C1=C(C)NC2=C(C(=O)c3ccccc32)C1c1cccc(OC)c1 (stereo not given)	-3	0	-10	2
13	C[C@@H]1CN([C@H](C)CO)C(=O)c2cc(NC(=O)Cc3cn(C)c4ccccc34)ccc2O[C@H]1CN(C)C(=O)Nc1cccc2ccccc12	-1[16.7 µM]	-2	-2	1
14	CCN1CCN(C(=O)c2cc(-c3ccc(Cl)s3)nc3ccccc23)CC1	4	3	/	1
15	COc1ccc(NC(C)=O)cc1NC(=O)C1CCN(C(=O)Nc2ccccc2)CC1	-3	-3	14	-1

nr	RAD52 anneal inh	ERAP1 HTS inh	RAD54 inh	E-selectin induc
1	/	/	-4	/
2	-7	-2	2	/
3	-6	1	-2	-0.1
4	2	4	5	0.4
5	/	/	4	/
6	/	/	2	/
7	-4	0	2	0.0
8	/	/	-10	/
9	/	/	-15	/
10	-10	1	2	0.1
11	-11	-1	3	/
12	3	0	-6	/
13	-1	4	-2	/
14	-5	-5	-7	-0.1
15	-6	-4	-3	-2.4

An excerpt from above, limited to PGC1a acetyl inh, miR-122 sensor and RAD54 inh:
item | smiles | PGC1a acetyl inh | miR-122 sensor | RAD54 inh
6 | Cc1cc(C(=O)CSc2nnc(-c3ccc(Cl)cc3)n2CC2CCCO2)c(C)n1C (stereo not given) | -11 | -8 | 2
7 | COc1cccc(C(C)(O)c2nc(-c3ccc4ccccc4c3)cs2)c1 (stereo not given) | / | / | 2

Six entries out of the list above, sorted by their value in miR-122 sensor, low to high.
| item | SMILES | miR-122 sensor | PglD DTNB | PGC1a acetyl inh | RAD52 anneal inh | ERAP1 HTS inh |
| --- | --- | --- | --- | --- | --- | --- |
| 6 | Cc1cc(C(=O)CSc2nnc(-c3ccc(Cl)cc3)n2CC2CCCO2)c(C)n1C (stereo not given) | -8 | -1 | -11 | / | / |
| 9 | CC(=O)N/C(=C/c1ccc2c(c1)OCO2)C(=O)NCCCO | -3 | 2 | 9 | / | / |
| 1 | CCC1Oc2ccc(C)cc2N(CC(=O)N2CCN(c3ccc(F)cc3)CC2)C1=O (stereo not given) | -2 | -4 | -15 | / | / |
| 8 | Cc1ccc(C(C)C)c(OCC(=O)NN=C2CCCCCCC2)c1 | -1 | -1 | -3 | / | / |
| 4 | CCCCn1c(N)c(N(CC(C)C)C(=O)CCCc2nc3ccccc3c(=O)[nH]2)c(=O)[nH]c1=O | 3 | 4 | / | 2 | 4 |
| 3 | CC(Sc1nnc(CN2CCCC2)n1Cc1ccccc1)C(=O)Nc1ccc(F)cc1 (stereo not given) | 26 | 3 | -10 | -6 | 1 |

Next entries follow:
nr	Compound	miR-122 sensor	PglD DTNB	PGC1a acetyl inh	Cneo AK release
16	O=C(C(=O)N1CCN(c2ccccc2F)CC1)c1cn(CC(=O)N2CCCC2)c2ccccc12	6	-3	-13	3
17	O=C(NCc1ccccn1)c1c(Cl)cccc1Cl	-2	2	-2	-3
18	CC(=O)NC12CC3CC(C1)CC(C(=O)OCC(=O)Nc1c(F)cccc1F)(C3)C2	-11	5	-6	1
19	CC(=O)Nc1c(F)c(F)c(F)c(F)c1F	3	-5	2	7
20	COc1ccc(NC2CCCN(C(=O)CCc3ccccc3F)C2)cc1 (stereo not given)	3	5	8	1
21	CCOc1ncnc2c1oc1nc(CC(C)C)c3c(c12)CC(C)(C)OC3	-2	1	4	-1
22	C[C@H]1CN(S(=O)C(C)(C)C)[C@H](CCO)/C1=C\c1ccccc1 (stereo not given in full)	-3	-7	9	0
23	C[C@H]1CN([C@@H](C)CO)C(=O)c2cc(C3=CCCCC3)cnc2O[C@@H]1CN(C)Cc1ccc(C(=O)O)cc1	-1[16.7 µM]	-2	-6	-5
24	C[C@@H]1CN([C@H](C)CO)S(=O)(=O)c2ccc(/C=C/c3ccccc3)cc2O[C@@H]1CN(C)Cc1ccc(C(=O)O)cc1	-1[16.7 µM]	1	7	-2
25	Nc1nonc1-n1nnc(C(=O)N/N=C/c2ccc(Cl)cc2Cl)c1CN1CCOCC1	3	-3	/	-1
26	O=C(O)CCNS(=O)(=O)c1cccc(Br)c1	5	/	/	/
27	O=C1c2ccccc2-c2cccc(C(=O)N3CCCCCC3)c21	4	2	-2	-1
28	COC(=O)C[C@@H]1C[C@@H]2c3cc(NS(=O)(=O)c4ccc(F)cc4)ccc3O[C@@H]2[C@@H](CO)O1	-4	-3	-3	0
29	O=C(Nc1c2c(nn1-c1ccccc1)CS(=O)(=O)C2)C1CCCC1	/	-1	/	-10
30	COc1ccc(OC(=O)C(C)N2C(=O)c3ccccc3C2=O)cc1 (stereo not given)	0	8	3	-6

nr	RAD52 anneal inh	ERAP1 HTS inh	RAD54 inh	E-selectin induc
16	-275	-10	-2	0.0
17	/	/	2	/
18	-3	4	3	/
19	-12	3	-3	-0.2
20	0	2	-7	/
21	-5	2	-2	/
22	1	-1	1	/
23	-3	/	15	0.5
24	11	1	1	0.2
25	-6	1	-5	/
26	-15	-6	/	0.2
27	/	/	0	/
28	-2	9	-5	0.2
29	-16	-4	1	0.0
30	0	0	-3	/

Other entries follow:
nr	Compound	miR-122 sensor	PglD DTNB	PGC1a acetyl inh	Cneo AK release
31	Cc1ccc(F)cc1NS(=O)(=O)c1ccc(Cl)s1	5	2	5	0
32	CC1CCCC(NC(=O)NC(=O)COC(=O)C2=NN(c3ccccc3)C(=O)CC2)C1C (stereo not given)	-5	0	-11	-1
33	O=C(c1ccccn1)N1C[C@H]2[C@@H](c3ccccc31)[C@H](CO)N2C(=O)C1CC1	0[16.7 µM]	2	-7	-4
34	CCC1SC(CC)C(=O)N(CC(=O)NCCc2ccccc2)C1=O (stereo not given)	2	-1	10	6
35	COc1cc(C2N(c3ccccc3)CCN2c2ccccc2)cc(OC)c1OC	-6	0	/	0
36	CCCS(=O)(=O)NC(=O)C1(C)CCN(C(=O)c2ccc(C(F)(F)F)cc2)C1 (stereo not given)	-5	2	14	1
37	CCCCn1c(N)c(N(CC(C)C)C(=O)COC(=O)c2ccccc2NCCO)c(=O)[nH]c1=O	0	-1	/	-4
38	CNC(=O)c1cc(-c2ccc(Cl)cc2)n(-c2ccccc2)n1	-14	-3	/	1
39	CCCc1c2c(cc3c(=O)cc(C(=O)OCC)oc13)CCCC2	/	2	/	-1
40	Cc1cc(=O)[nH]c(CN2CCOCC2)n1	-5	5	-4	0
41	CN1C[C@H](O)COC[C@H]2O[C@@H](CC(=O)NC3CCC3)CC[C@@H]21	2[16.7 µM]	-1	7	-2
42	COc1ccccc1C(=O)Nc1ccc2c(c1)C(=O)N(C)C[C@H](OC)[C@H](C)CN(CC1CC1)[C@H](C)CO2	/	-1	3	-18
43	COc1cc(S(=O)(=O)N2CCn3cccc3C2C)ccc1NC(C)=O (stereo not given)	/	-1	/	1
44	COc1ccc(NC(=O)N(C)C[C@H]2OCCCC[C@@H](C)Oc3ccc(NS(=O)(=O)c4ccc(F)cc4)cc3C(=O)N([C@H](C)CO)C[C@@H]2C)cc1	2[16.7 µM]	-2	-6	58
45	CN(C)CCCN(C(=O)c1ccco1)c1nc2ccc(Br)cc2s1	-6	/	2	/

nr	RAD52 anneal inh	ERAP1 HTS inh	RAD54 inh	E-selectin induc
31	/	/	-12	/
32	-9	-2	-1	-1.2
33	-6	0	-13	0.1
34	-15	-1	10	8.5
35	/	/	-5	/
36	-3	-2	-10	0.0
37	-7	-11	-4	0.1
38	-6	-4	6	/
39	-5	2	-2	-1.1
40	6	-3	-2	/
41	5	0	2	-0.1
42	3	0	-6	-0.2
43	-32	1	1	/
44	-7	-3	1	0.0
45	57*	2	/	/

Other structures follow:
nr	Compound	miR-122 sensor	PglD DTNB	PGC1a acetyl inh	Cneo AK release
46	CN(C)S(=O)(=O)n1cc(/C=C(\NC(=O)c2ccccc2Cl)C(=O)N2CCOCC2)c2ccccc21	/	2	/	3
47	CCOc1cc(/C=C2\C(=O)ON=C2c2ccccc2)ccc1OC	-7	-8	7	-1
48	CCCCC(c1nnnn1Cc1ccco1)N1CCN(c2nc3ccccc3s2)CC1 (stereo not given)	-3	6	6	-3
49	FC(F)(F)c1ccc(CSc2ccccn2)cc1	2	6	/	-2
50	Cc1onc(C(N)=O)c1C(=O)Nc1ncc(C(F)(F)F)cc1Cl	-2	/	8	/
51	COc1cccc(NC(=O)C2CCCC2)c1	-5	1	0	0
52	C[C@@H]1CN([C@H](C)CO)C(=O)Cc2cc(NC(=O)CCN3CCOCC3)ccc2O[C@@H]1CN(C)C(=O)Nc1ccccc1	-1[16.7 µM]	-2	-4	/

nr	RAD52 anneal inh	ERAP1 HTS inh	RAD54 inh	E-selectin induc
46	-3	0	-12	9.5
47	-71	-1	-4	-1.6
48	/	/	-22	-1.7
49	-1	/	1	/
50	-7	2	/	/
51	-4	0	3	0.0
52	/	/	/	1.5

Looked up above:
Result of no. 46 in RAD54 inh: -12
Result of no. 52 in PglD DTNB: -2
Result of no. 51 in PGC1a acetyl inh: 0
